Screening data deposited in PubChem BioAssay by several laboratories.
Ecoli viability = bacterial growth inhibition, counter-screen for AddAB inhibitors | E. coli V3065 growth, OD600 absorbance, 18 h | inhibition, % at 11.9 µM | 0.27% of 330,000 active | AID 449728;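 active means inhibition above the campaign's mean inhibition across all tested compounds plus 3 SD, cut at about 9.9% in these data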;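 further: uninfected addAB+ strain grown without phage in ampicillin broth; 0% = DMSO wells and 100% = ciprofloxacin 0.95 µg/ml wells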
Rtt109 HAT inh = inhibitors of Candida albicans Rtt109/Vps75 histone acetyltransferase; 0.16% of 330,000 active; Q5AAJ8; purified Rtt109/Vps75, ThioGlo CoA-SH fluorescence, 4 h; inhibition, % at 34.9 µM;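 active means inhibition of at least 50% in every replicate; inconclusive means best replicate reaches 50% inhibition but some replicates fall short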
Target sequence (Q5AAJ8 whole entry, looked up): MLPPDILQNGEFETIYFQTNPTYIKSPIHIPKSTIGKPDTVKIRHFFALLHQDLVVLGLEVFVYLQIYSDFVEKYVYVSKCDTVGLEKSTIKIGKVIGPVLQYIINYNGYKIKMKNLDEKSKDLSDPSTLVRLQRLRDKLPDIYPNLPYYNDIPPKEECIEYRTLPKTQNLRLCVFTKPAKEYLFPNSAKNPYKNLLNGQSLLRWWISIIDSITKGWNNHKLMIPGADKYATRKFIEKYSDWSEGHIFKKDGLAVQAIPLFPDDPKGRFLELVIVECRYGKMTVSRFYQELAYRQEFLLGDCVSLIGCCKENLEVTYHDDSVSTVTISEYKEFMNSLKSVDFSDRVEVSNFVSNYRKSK
phage Ecoli inh = E. coli growth loss with phage present. growth absorbance. inhibition, % at 11.9 µM. 0.26% of 360,000 active. AID 651602; in the data active means inhibition above about 11%
Tat export inh = blocks Tat-dependent protein export in E. coli. inhibition, % at 10 µM. E. coli MC4100 TorA-mCherry Tat export, fluorescence. 0.036% of 340,000 active. AID 488895;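 active means mean replicate inhibition at least 50% and at least half of replicates individually reaching 50%; inconclusive means only one of the two criteria met; inactive means neither criterion met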;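 further: exported cargo escapes ClpAP degradation while cytoplasmic cargo is degraded and loses fluorescence; 0% = median of neutral control wells and 100% = median of NaSCN control wells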
PvdQ inh = P. aeruginosa PvdQ acylase inhibition. purified PvdQ acylase, fluorescence plate reader. 0.063% of 340,000 active. inhibition, % at 10 µM; in the data active means inhibition above about 30%, passing the limit was not always enough; inconclusive means no clear call, values can overlap the other calls;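 further: 0% = vehicle neutral wells and 100% = reference inhibitor wells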
DAGLB inh = blocks human DAGLB lipase activity. Q8NCG7. inhibition, % at 5.17 µM. 0.059% of 340,000 active. AID 504411. HEK293T DAGLB membrane lysate, EnzChek fluorogenic substrate; in the data active means inhibition above about 34%;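 further: 0% = enzyme with vehicle and 100% = wells lacking enzyme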
Target sequence (Q8NCG7 whole entry, looked up): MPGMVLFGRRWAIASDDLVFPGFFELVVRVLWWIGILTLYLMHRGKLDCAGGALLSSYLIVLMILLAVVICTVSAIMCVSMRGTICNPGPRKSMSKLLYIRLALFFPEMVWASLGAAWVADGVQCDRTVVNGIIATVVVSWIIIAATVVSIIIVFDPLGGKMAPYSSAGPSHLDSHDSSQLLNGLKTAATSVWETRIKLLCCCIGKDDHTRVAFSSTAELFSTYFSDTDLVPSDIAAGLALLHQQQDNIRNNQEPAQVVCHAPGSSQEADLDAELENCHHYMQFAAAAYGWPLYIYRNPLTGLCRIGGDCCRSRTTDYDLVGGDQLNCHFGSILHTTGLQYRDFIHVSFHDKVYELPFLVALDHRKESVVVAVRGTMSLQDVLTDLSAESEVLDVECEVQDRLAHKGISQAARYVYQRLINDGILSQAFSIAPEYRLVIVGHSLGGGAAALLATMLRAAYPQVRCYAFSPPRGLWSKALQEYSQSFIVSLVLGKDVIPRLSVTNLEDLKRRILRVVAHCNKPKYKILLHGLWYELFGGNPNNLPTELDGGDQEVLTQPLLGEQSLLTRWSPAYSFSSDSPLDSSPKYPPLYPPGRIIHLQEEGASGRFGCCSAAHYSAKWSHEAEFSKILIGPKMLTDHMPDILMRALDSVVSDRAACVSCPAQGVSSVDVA
AddAB inh = less growth of phage-infected E. coli with AddAB; E. coli expressing H. pylori AddAB, absorbance growth; inhibition, % at 11.9 µM; 0.29% of 330,000 active; in the data active means inhibition above about 12%;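 further: 0% = vehicle wells of infected cells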
Wnt act = activates Wnt/beta-catenin signaling in a reporter cell assay | activator, plate reader | activation, % at 9.35 µM | 1.2% of 300,000 active | AID 743398; in the data active means activation above about 30%, passing the limit was not always enough; inconclusive means no clear call, values can overlap the other calls;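 further: 0% = neutral control wells and 100% = positive control wells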
CAL PDZ inh = blocks peptide binding to human CAL PDZ domain; Q9HD26; purified CAL PDZ, TMR-peptide fluorescence polarization, 1 h; inhibition, % at 20 µM; 0.02% of 330,000 active; AID 504414;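 active means highest replicate inhibition of at least 40%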;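 further: plate controls were DMSO neutral control wells for no effect and unlabeled competitor peptide control wells for full effect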
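Test system: tagged CAL PDZ domain / Buffer or medium: sodium phosphate/NaCl buffer pH 7.4 with TCEP, IgG, Thesit / Reagent: TMR-labelled reporter peptide T*-PRC34 bound in PDZ groove / Compound dosing: single point, 20 µM / Schedule: 1 h incubation at room temperature before polarization reading / Technique: fluorescence polarization (mP) / Benchmarks: unlabelled peptide, DMSO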
PfHsp90 set2 = inhibits growth of yeast expressing Plasmodium falciparum Hsp90; S. cerevisiae expressing PfHsp90, BacTiter-Glo ATP, 48 h; yeast lacking PDR1 and PDR3 efflux regulators; inhibition, % at 9.4 µM; 0.32% of 310,000 active; AID 504621;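 active means every replicate shows inhibition above about 80%, whatever the replicate mean, limit read from the data; inconclusive means mean inhibition reaches the set limit but some replicate falls short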;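 further: 0% = DMSO neutral controls and 100% = 20 µM radicicol positive controls; yeast relying on Plasmodium falciparum Hsp90 in place of its own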
* hit, by the source's call; ? = inconclusive; . = no result given.

1. CC(=O)N1CN(S(=O)(=O)c2ccc(C)cc2)CC1C (stereo not given)
2. c1cnc(NCCNc2ncccn2)nc1
3. C=CC[C@H](CC(=O)N(CCO)Cc1ccccc1)C(=O)N[C@H](COC(=O)[C@@H](CC=C)CC(=O)OC(C)(C)C)Cc1c[nH]c2ccccc12
4. COc1cccc(NC(=O)CN(C)C(=O)/C=C/c2cn(-c3ccccc3)nc2-c2ccc(C)cc2)c1
5. CC(C)CCN1CCN(Cc2ccc(C#CCCO)cc2)CC1CCO (stereo not given)
6. COc1ccccc1CNC(=O)c1cc(-c2cccnc2)nc2ccccc12
7. Cc1ccccc1-n1c(SCC(=O)N2CCN(c3ccccc3)CC2)nnc1-c1ccncc1
8. CCN(C(=O)Cn1cnc2c1c(=O)n(C)c(=O)n2C)C1CCS(=O)(=O)C1 (stereo not given)

Assay by compound	1	2	3	4	5	6	7	8
Ecoli viability	-1.8	-0.1	-0.2	-1.1	-2.8	0.8	-2.2	-0.7
Rtt109 HAT inh	5	3	6	-3	3	8	-5	-5
phage Ecoli inh	2.1	3.1	2.2	4.5	3.7	1.4	5.8	3.4
Tat export inh	-2	2	19	6	-9	2	-10	-5
PvdQ inh	11	-7	2	-11	-9	-13	-15	-15
DAGLB inh	2	1	-5	-8	-2	4	-1	-1
AddAB inh	2.1	0.3	1.2	0.5	-1.7	1.9	0.2	0.8
Wnt act	-1	.	-8	-4	-2	-1	-6	2
CAL PDZ inh	0.7	-0.3	0.0	-3.7	0.7	-1.0	-0.8	0.1
PfHsp90 set2	-15	.	1	.	-22	-9	25	-5

9. O=C(O)c1ccc(NS(=O)(=O)c2cccc(C(=O)Nc3cccc(C(=O)O)c3)c2)cc1
10. CC(C(=O)N1CCN(C)CC1)N1C(=O)c2ccccc2C1=O (stereo not given)
11. CCCCC(CCC(=O)Nc1ccccc1C(=O)OCC)C(=O)O (stereo not given)
12. N=c1c(S(=O)(=O)c2ccccc2)cc2c(=O)n3ccccc3nc2n1Cc1ccco1
13. O=C(CCCn1c(=S)[nH]c2ccsc2c1=O)Nc1ccc2c(c1)OCCO2
14. CCOC(=O)c1sc2nc(N3CCOCC3)c3c(c2c1N)CCC3
15. Cc1nc2ccccc2nc1CN1CCC(CO)(CC2CCCCO2)CC1 (stereo not given)
16. CCOC(=O)c1c(NC(=O)C2C3C=CC(C3)C2C(=O)O)sc2c1CC(C)CC2 (stereo not given)

Assay by compound	9	10	11	12	13	14	15	16
Ecoli viability	-0.4	-0.4	0.0	-3.3	0.1	-2.9	-3.3	-2.1
Rtt109 HAT inh	-1	-1	1	-22	7	-6	.	?
phage Ecoli inh	-0.2	3.5	4.2	2.3	4.4	3.1	3.9	2.9
Tat export inh	4	-9	3	-3	-6	11	-4	12
PvdQ inh	-16	-6	-3	-15	-3	-16	-9	-12
DAGLB inh	-5	-3	1	2	1	1	2	10
AddAB inh	-0.9	-1.8	1.1	-1.4	5.0	0.0	3.7	1.6
Wnt act	2	.	.	.	-5	2	1	-10
CAL PDZ inh	0.9	-0.6	-0.4	-1.1	-0.8	.	-1.2	-0.1
PfHsp90 set2	36	.	1	-1	10	.	-3	29

17. CSCCC(NC(=O)c1cccc([N+](=O)[O-])c1)C(=O)O (stereo not given)
18. O=C(Cc1ccccc1)Nc1ccc(NC(=O)c2cccc(Cl)c2)cc1
19. COc1ccccc1[C@@H]1C(c2cccc(Cl)c2)=NN(c2ccccc2)[C@H]1C(=O)N1CCOC1=O
20. COC(=O)c1c(NC(=O)CN2CCC3(O)CCCCC3C2c2cc(OC)ccc2OC)sc(C)c1C (stereo not given)
21. O=C(NCCCNC(=O)c1c(Cl)cccc1Cl)c1c(Cl)cccc1Cl
22. O=C(Nc1ccc(CN2CCOCC2)cc1)c1cc(Br)ccc1Cl
23. CCN(CC)C(=O)CSc1nc2c(sc(=S)n2CC)c(=O)n1-c1ccccc1
24. O=C(NCc1ccccc1)C(=O)NCC1OCCN1S(=O)(=O)c1cccs1 (stereo not given)

Assay by compound	17	18	19	20	21	22	23	24
Ecoli viability	-1.6	-0.5	1.4	-1.7	-1.2	.	0.3	0.0
Rtt109 HAT inh	-1	6	0	4	-11	-14	-6	0
phage Ecoli inh	2.6	1.7	.	3.2	2.0	2.8	0.0	2.2
Tat export inh	-3	-2	-2	-1	0	10	0	-5
PvdQ inh	0	-4	-24	3	-13	-4	-13	-1
DAGLB inh	2	-4	0	-5	-1	-1	0	1
AddAB inh	2.0	2.7	4.5	-0.6	3.1	.	1.4	-1.4
Wnt act	-1	-7	.	.	-2	-1	.	-1
CAL PDZ inh	-2.1	0.3	0.1	-2.9	-0.8	-0.8	-0.3	0.0
PfHsp90 set2	-15	-14	-24	1	-9	-6	0	1

Among those listed so far, 2 contain an NH in an aromatic ring:
3. C=CC[C@H](CC(=O)N(CCO)Cc1ccccc1)C(=O)N[C@H](COC(=O)[C@@H](CC=C)CC(=O)OC(C)(C)C)Cc1c[nH]c2ccccc12
13. O=C(CCCn1c(=S)[nH]c2ccsc2c1=O)Nc1ccc2c(c1)OCCO2

Assay by compound	3	13
Ecoli viability	-0.2	0.1
Rtt109 HAT inh	6	7
phage Ecoli inh	2.2	4.4
Tat export inh	19	-6
PvdQ inh	2	-3
DAGLB inh	-5	1
AddAB inh	1.2	5.0
Wnt act	-8	-5
CAL PDZ inh	0.0	-0.8
PfHsp90 set2	1	10

Carrying on.
25. COc1ccc(NC(=O)c2ccc([N+](=O)[O-])s2)c([N+](=O)[O-])c1
26. Cc1cccc(N=Nc2c(O)[nH]c3ccc(F)cc23)c1
27. COc1ccc(OC)c(C2C(C(C)=O)=C(O)C(=O)N2c2ccc(F)cc2)c1 (stereo not given)
28. O=C(NCc1ccccc1)c1ccc(-c2ccc(F)cc2)o1
29. O=C(c1ccccc1)c1cc2ccc(O)cc2oc1=O
30. CCCCOc1ccc(CN=C(N)N)cc1Cl
31. CS(=O)CSc1nc2c(cc1C#N)CCCC2 (stereo not given)
32. NS(=O)(=O)c1ccc(NC(=O)COC(=O)CNC(=O)C23CC4CC(CC(C4)C2)C3)cc1

Assay by compound	25	26	27	28	29	30	31	32
Ecoli viability	9.6	-0.4	-3.8	0.7	3.4	1.6	-1.1	3.0
Rtt109 HAT inh	-5	3	.	4	16	12	-1	1
phage Ecoli inh	6.1	5.0	-0.8	4.3	1.0	5.1	1.9	3.8
Tat export inh	4	6	-6	-1	1	0	4	5
PvdQ inh	0	-12	8	-18	-11	-2	7	-19
DAGLB inh	4	0	-2	-7	-4	0	-3	-3
AddAB inh	7.7	2.1	2.3	3.0	2.1	2.7	1.1	0.7
Wnt act	4	5	.	.	.	0	0	-1
CAL PDZ inh	0.0	.	-2.4	-3.3	-0.3	0.0	-0.2	-1.5
PfHsp90 set2	-6	-25	7	4	53	1	0	-9

33. CCSc1nnc(NC(=O)c2cc(-c3ccccc3O)n[nH]2)s1
34. NNC(=O)C1CCCN1S(=O)(=O)c1ccc(Cl)cc1 (stereo not given)
35. O=C(O)c1c(C(=O)O)c(-c2ccc(Br)cc2)n2c1CSC2
36. CC12CCC(=O)N1C(C(=O)Nc1cc(Cl)ccc1N1CCOCC1)CS2 (stereo not given)
37. CC(CN1CCN(C)CC1)OC(=O)c1ccc(Cl)cc1Cl (stereo not given)
38. CCCCc1nnc(NC(=O)CSCc2cc(=O)n3ccsc3n2)s1
39. CCc1c(C(=O)Nc2nnc(C3CC3)s2)csc1C
40. CCN(CC)c1nc(N)nc(NS(=O)(=O)c2ccc(Cl)cc2)n1

Assay by compound	33	34	35	36	37	38	39	40
Ecoli viability	3.2	-0.2	-1.9	-1.4	-2.5	0.2	0.7	-0.5
Rtt109 HAT inh	43	-2	-4	1	4	1	4	1
phage Ecoli inh	0.0	0.8	2.2	2.4	0.5	1.9	4.4	1.6
Tat export inh	-3	2	-3	1	7	-7	-3	3
PvdQ inh	3	3	-3	1	9	6	-6	-12
DAGLB inh	-2	0	4	0	1	1	-1	-1
AddAB inh	1.7	2.6	0.2	-0.4	-0.4	3.5	2.6	-1.7
Wnt act	19	2	-2	3	.	1	0	-1
CAL PDZ inh	-2.8	.	-2.6	-2.2	-0.4	-2.3	-2.4	-1.7
PfHsp90 set2	-2	-22	-15	3	8	13	.	.

41. O=C(Cc1cccc(NC(=O)C2CCCN(C(=O)CCc3ccccc3)C2)c1)Nc1cccc(C(=O)N2CCOCC2)c1 (stereo not given)
42. Nn1c(SCc2cccc(C(F)(F)F)c2)nnc1-c1ccco1
43. NNC(=O)c1ccc(CSc2nc3ccccc3[nH]2)cc1
44. COc1ccc(N2C(=O)c3ccc(C(=O)Nc4ccc(NC(C)=O)cc4)cc3C2=O)cc1
45. O=C(Cn1ccc(C(F)(F)F)n1)N/N=C/c1cccs1
46. COc1cccc(N2CN(CCc3ccccc3)CNC2=S)c1
47. CC[n+]1c(C)n(-c2ccccc2)c2ccc(NC(C)=O)cc21
48. Cc1oncc1C(=S)Nc1ccccc1
49. CCOC(=O)Cc1csc(NC(=O)c2cccc(OC)c2)n1
50. O=C(O)C1C2CCC(C2)C1C(=O)NCCc1ccccc1 (stereo not given)

Assay by compound	41	42	43	44	45	46	47	48	49	50
Ecoli viability	.	0.7	-1.2	1.0	1.3	-1.0	-1.6	-2.1	-0.1	-1.0
Rtt109 HAT inh	-2	2	2	-3	-7	.	4	-2	-5	-6
phage Ecoli inh	0.0	0.8	6.0	2.5	3.4	0.5	2.3	0.7	1.8	-1.3
Tat export inh	11	21	-10	-1	14	.	1	-5	-1	-11
PvdQ inh	-8	-1	8	2	-5	.	-9	-9	-16	-6
DAGLB inh	0	0	-1	-1	0	.	-1	-1	-7	1
AddAB inh	.	0.9	5.6	0.2	-4.0	2.0	0.3	-0.3	0.5	3.0
Wnt act	-2	.	1	-1	-2	2	1	-2	3	1
CAL PDZ inh	-0.2	1.2	-0.6	0.0	-3.8	.	-0.3	-1.9	-0.4	0.5
PfHsp90 set2	3	4	-6	-8	3	.	-6	5	-29	12
